NCI-60 one-dose screen, 48 h, at 10 µM unless noted. Numbers give growth in % (100 = growth as untreated, 0 = no growth, -100 = all killed).
A549/ATCC: A549/ATCC NSCLC; actives 3.7% (n = 81,000); AID 1794740
HOP-92: HOP-92 NSCLC cells | actives 6.3% (n = 71,000)
MOLT-4: MOLT-4 leukemia cells; actives 6.9% (n = 80,000); AID 1794779
RPMI-8226: RPMI-8226 leukemia cells. actives 7.5% (n = 77,000)
SR: SR leukemia cells; actives 8.7% (n = 73,000); AID 1794780
CCRF-CEM: CCRF-CEM leukemia. actives 7% (n = 77,000)
EKVX: EKVX NSCLC; AID 1794765; actives 3% (n = 71,000)
HOP-62: HOP-62 NSCLC; actives 3.9% (n = 80,000); AID 1794735
Numbers without * were called inactive; · = not tested or not shown; [ ] = dose if it differs, or a comment. How the source made its calls: active means growth percent below 10; inactive means the rest. No enrichment for hits; overall some 12% were active at least once.

cpd	compound	A549/ATCC	HOP-92	MOLT-4	RPMI-8226	SR	CCRF-CEM	EKVX	HOP-62
1	Cn1cnc2c(N3CCN(C(=O)OCc4ccc5c(Cl)cc(Cl)c(O)c5n4)CC3)nc(Cl)nc21	51	71	60	·	74	38	67	54
2	O=C(CCc1nc2sc3c(c2c(=O)[nH]1)CCCC3)Nc1nccs1	101	84	129	97	77	·	99	92
3	CC1=C(C)C(=O)C(N2CCC(C)CC2)=CC1=O	109	80	·	89	·	96	94	93
4	CCOC(=O)c1sc2nc(-c3cccc([N+](=O)[O-])c3)nc(N3CCOCC3)c2c1C	96	90	104	101	112	97	94	111
5	Cc1c(O)ccc(=O)n1O	100	108	95	84	80	89	82	58
6	COc1ccc(/C=C/C(=O)c2c(C)nc3ccccc3c2/C=C/c2ccccc2)cc1OC	38	56	17	25	·	17	50	85
7	COC1C=CC(O)C(CO)O1 (stereo not given)	92	75	97	96	96	98	104	100
8	Cc1cc(NS(=O)(=O)c2ccc(NC(=O)CSc3nc4ccccc4c(=O)n3-c3ccc(Cl)cc3)cc2)no1	100	92	118	111	121	104	88	95
9	NS(=O)(=O)c1ccc2c(c1)/C(=C/c1cccs1)C(=O)N2	93	93	104	96	129	105	96	93
10	O=C(COc1ccc(-c2nc3ccc(C(=O)c4ccccc4)cc3[nH]2)cc1)N=Nc1c(O)[nH]c2ccccc12	98	88	53	78	45	27	·	97
11	Cc1n(Cc2ccc3ccccc3n2)cc[n+]1Cc1ccc2ccccc2c1	34	-6.1*	5.1*	-3.2*	12	16	48	13
12	COC(=O)c1ccccc1NC(=O)C(=O)c1c(O)c(O)c(C(C)C)c2cc(C)c(-c3c(C)cc4c(C(C)C)c(O)c(O)c(C(=O)C(=O)Nc5ccccc5C(=O)OC)c4c3O)c(O)c12	76	92	92	97	111	94	100	85
13	Cc1nn(-c2c(F)c(F)c(F)c(F)c2F)c(C)c1N=Nc1ccc(Br)cc1	70	·	82	80	92	96	101	105
14	CCN(CC)c1ccc(/C=C2\Oc3ccc(O)c(-c4ccccc4)c3C2=O)cc1	90	98	83	82	76	90	102	107
15	COc1ccc2c3c([nH]c2c1)C(=O)c1nc(C)ccc1C3=O	-12*	86	7.3*	45	37	53	54	47
16	COS(=O)(=O)c1ccc(Br)cc1	103	98	129	111	135	127	106	96
17	C=CCC(=O)N[C@@H](/C=C/C(=O)OCC)Cc1ccc(-c2cc(Cl)cc(Cl)c2)cc1	57	63	45	43	43	58	68	70
18	O=C(CNCCN1CCOCC1)N1c2cccc3cccc(c23)N(C(=O)CNCCN2CCOCC2)C1c1cn(-c2ccccc2)nc1-c1cccc([N+](=O)[O-])c1	82	53	48	45	-19*	17	85	90
19	CCOC(=O)c1c(/N=N/N2CCCC2)[nH]c2cnccc12	167	106	98	106	·	113	97	97
20	Cc1cc(=O)oc2cc(OCCCOc3ccc(/C=C/C(=O)Nc4ccc(Cl)cc4)cc3)ccc12	29	25	87	71	38	68	98	90
21	Cc1ccc(N2C(=O)CCSC2=S)cc1	102	96	102	94	105	104	99	105
22	CCC(C(N)=O)C(N)=O	99	98	88	91	89	98	·	102
23	O=c1c2ccccc2[nH]c2cc3c(=O)n4ccccc4nc3cc12	108	111	104	115	·	103	85	98
24	CC(C)(CO)NC(Cc1ccccc1)c1ccccc1 (stereo not given)	85	87	110	103	129	114	93	100
25	Nc1nc(Nc2ccccc2)c2cc[nH]c(=O)c2n1	96	·	92	104	·	97	114	120
26	CC(C)(C)c1ccc(C(=O)C[n+]2cccc(Br)c2)cc1	101	77	96	102	92	111	94	91
27	C#Cc1ccc(-n2c(/C=C/c3ccc(Cl)c(F)c3)nc3ncccc3c2=O)cc1	-8.3*	·	-19*	-15*	-25*	1.5*	·	-58*
28	COc1ccc(-n2ncc3c2ccc2cc(S(=O)(=O)c4ccccc4)c(=O)n(C)c23)cc1	87	37	103	85	86	97	·	73
29	Nc1c(C(=O)Nc2cccc3ccccc23)sc2nc3c(cc12)C(=O)CCC3	23	·	11	16	4.4*	7.9*	·	26
30	COc1ccc(N=Nc2c(N)nn3c(-c4ccc(C)cc4)ccnc23)cc1	101	91	94	100	85	89	89	102

Random excerpt: four entries already listed, in no set order.
cpd	compound	A549/ATCC	HOP-92	MOLT-4	RPMI-8226	SR	CCRF-CEM	EKVX	HOP-62
10	O=C(COc1ccc(-c2nc3ccc(C(=O)c4ccccc4)cc3[nH]2)cc1)N=Nc1c(O)[nH]c2ccccc12	98	88	53	78	45	27	·	97
2	O=C(CCc1nc2sc3c(c2c(=O)[nH]1)CCCC3)Nc1nccs1	101	84	129	97	77	·	99	92
14	CCN(CC)c1ccc(/C=C2\Oc3ccc(O)c(-c4ccccc4)c3C2=O)cc1	90	98	83	82	76	90	102	107
20	Cc1cc(=O)oc2cc(OCCCOc3ccc(/C=C/C(=O)Nc4ccc(Cl)cc4)cc3)ccc12	29	25	87	71	38	68	98	90

More structures.
cpd	compound	A549/ATCC	HOP-92	MOLT-4	RPMI-8226	SR	CCRF-CEM	EKVX	HOP-62
31	CCCCCCCCCCCCCCCCOP(=O)([O-])OCC[N+](C)(C)C	32	-25*	-20*	7.3*	15	1.2*	47	19
32	COc1ccc(Cl)c2c(=O)cc(C)[nH]c12	104	88	119	106	98	105	98	87
33	COc1cccc(-n2cc(-c3nc(Cl)c4ccccc4n3)nn2)c1	93	101	104	98	98	103	·	125
34	CC1(c2ccccc2)C(C#N)C(=O)NC(=O)C1C#N (stereo not given)	104	·	97	·	92	79	96	100
35	COc1ccc(C2CC(c3cc(C)ccc3C)=NN2c2ccc(S(=O)(=O)NC(=O)NCc3ccccc3)cc2)cc1OC (stereo not given)	49	99	53	40	59	66	·	79
36	COc1ccc2[nH]c(=O)c(O)c(-c3ccc(F)cc3)c2c1	103	91	96	93	93	96	94	107
37	O=C(/C=C/c1cccc(F)c1)OCc1ccc2cc1OCC#C/C=C\C#CCO2	90	80	73	80	29	71	106	84
38	CCOC(=O)C1[C@@H]2C(=O)N(Cc3ccc4c(c3)OCO4)C(=O)[C@@H]2[C@H](c2cn(-c3ccccc3)nc2-c2ccccc2)N1Cc1ccccc1 (stereo not given in full)	86	79	76	76	79	88	·	116
39	O=C(N/N=C/c1ccc(O)cc1O)c1cccc(Nc2ccnc(C(F)(F)F)c2)c1	56	44	12	31	22	6.2*	28	14
40	O=C(CSC(=S)n1cnnc1)NC(=O)c1ccccc1	114	101	102	100	85	99	104	106
41	COc1cc(-c2nc3ccc([N+](=O)[O-])cc3[nH]2)ccc1OCC(=O)N=Nc1c(O)[nH]c2ccccc12	101	99	86	98	33	43	96	97
42	Cc1cccc(CC(CC(=O)O)C(=O)O)c1 (stereo not given)	90	92	109	99	88	111	104	88
43	CC(C)=CC(=O)CC(=O)C(=O)Nc1ccc(Cl)c(Cl)c1	79	78	99	103	93	110	89	94
44	Nc1[nH]nc2c1-c1nc3ccccc3n1C1(CCCc3ccccc31)N2 (stereo not given)	105	105	104	100	103	106	87	96
45	COCCCNCC(=O)Nc1cccc(Cl)c1C	97	109	99	109	106	107	95	96
46	O=[N+]([O-])c1ccc(CSCc2ccc([N+](=O)[O-])cc2)cc1	92	82	92	·	86	123	103	96
47	Cc1ccc(Nc2nnc(-c3ccc(O)cc3)o2)cc1	103	86	85	100	77	94	·	96
48	CC(C)n1c(/C=C/[C@@H](O)C[C@@H](O)CC(=O)O)c(-c2ccc(F)cc2)c2ccccc21	61	-29*	61	53	·	60	53	73
49	CC1=CC(c2ccc(Cl)cc2)N2C(C)=CSC2=N1 (stereo not given)	102	87	110	108	113	108	·	106
50	Nc1nc(-c2ccc(Cl)cc2Cl)cc(-c2cc3cc(Br)ccc3oc2=O)n1	100	·	86	96	88	94	92	100
51	COc1cc(CC(=O)n2ncc3cc(N)ccc32)cc(OC)c1OC	109	116	100	96	76	107	91	96
52	COc1ccc(NC(=O)Cn2c(/C=C/c3cccc([N+](=O)[O-])c3)nc3ccccc3c2=O)cc1	85	-0.3*	·	124	·	92	88	41
53	COc1ccc(CCN2C(=O)CSC2=S)cc1OC	97	69	89	33	65	63	103	105
54	COc1cc(/C=C/C(=O)c2ccc(NC(=O)CSc3nnc(-c4ccc(Cl)cc4)n3-c3ccccc3)cc2)cc(OC)c1OC	70	98	41	9.2*	·	58	75	97
55	COc1ccc(Nc2nn3c(-c4ccccc4)cc(-c4ccccc4)nc3c2C(=O)Nc2ccc(C)cc2)c(OC)c1	94	80	105	98	·	108	101	87
56	N#Cc1cc([C@@H]2Nc3cc4c(cc3[C@H]3C5CCC(C5)[C@@H]23)C(=O)NC4)ccc1F (stereo not given in full)	91	72	77	90	80	94	95	97
57	O=C(O)C1(Nc2ccc([N+](=O)[O-])cc2[N+](=O)[O-])CCCC1	95	98	82	91	90	99	105	101
58	CCN(CC)C(=O)COc1ccc(C=C2C(=O)NC(=O)NC2=O)cc1	106	106	107	110	91	98	104	105
59	C1N2CN3CN1CN(C2)C3	101	75	98	102	·	98	101	99
60	OC1C=C(c2ccccc2)C(O)(c2ccccc2)C1 (stereo not given)	91	107	100	102	109	99	·	107
61	C[C@@H]1CN(Cc2ccc(/C=C/c3n[nH]c4ccc5nc(-c6cn[nH]c6C(F)(F)F)c6c(c5c34)CCCC6)cc2)C[C@H](C)O1	25	41	13	34	8.0*	15	32	37
62	Nc1c(C(=O)c2ccc(Cl)cc2)sc(S)c1-c1nc2ccccc2s1	99	106	·	102	·	102	86	92
63	CC1=NN(C(N)=S)C(c2ccc(N(C)C)cc2)C1 (stereo not given)	96	99	76	73	44	90	85	124
64	CCC(=O)OCCc1ccccc1	99	109	106	105	93	104	97	95
65	NS(=O)(=O)c1ccc(NC2N=C(c3ccc(O)cc3)Nc3n[nH]c(Nc4ccccc4)c32)cc1 (stereo not given)	61	·	45	71	25	41	76	71
66	Cn1cc(-c2cc3nc(-c4cn(C)c5ncccc45)cc(N)n3n2)c2cc(F)ccc21	20	-0.7*	55	38	-31*	39	70	-15*
67	COc1ccc(/C=N/N2CN(C(C)C(=O)O)C(O)(CCl)N=C2N)cc1OC (stereo not given)	95[100 µM]	83[100 µM]	108[100 µM]	107[100 µM]	110[100 µM]	109[100 µM]	94[100 µM]	90[100 µM]
68	CC(C)OC(=O)CC[C@H](N)C(=O)O	96[20 µM]	85[20 µM]	102[20 µM]	102[20 µM]	100[20 µM]	97[20 µM]	101[20 µM]	97[20 µM]
69	CCNCCCCNCCCCNCCCCNCCCCNCC	54	·	151	82	69	128	76	113
70	CCOC(=O)/C=C/c1ccco1	115	81	114	103	·	112	106	113
71	Cc1sc2c(=O)[nH]c(N3CCOCC3)nc2c1C	83	80	111	104	117	112	88	87
72	NC(N)=Nc1ccc(Oc2ccc(Nc3ccc(Cl)c(C(F)(F)F)c3)cc2)cc1	31	34	19	42	-4.2*	20	52	76
73	COc1cc2oc(-c3cccc(C(=O)NCC(=O)O)c3)cc(=O)c2c(OC)c1OC	101	·	116	102	103	109	97	112
74	CNc1ccccc1[N+](=O)[O-]	94	95	105	100	90	102	114	102
75	NS(=O)(=O)c1cc2c(cc1Cl)NC(C1CC3C=CC1C3)NS2(=O)=O (stereo not given)	95	·	89	105	·	95	114	115

As a working copy, part of the list above:
cpd	compound	A549/ATCC	HOP-92	MOLT-4	RPMI-8226	SR	CCRF-CEM	EKVX	HOP-62
73	COc1cc2oc(-c3cccc(C(=O)NCC(=O)O)c3)cc(=O)c2c(OC)c1OC	101	·	116	102	103	109	97	112
74	CNc1ccccc1[N+](=O)[O-]	94	95	105	100	90	102	114	102
75	NS(=O)(=O)c1cc2c(cc1Cl)NC(C1CC3C=CC1C3)NS2(=O)=O (stereo not given)	95	·	89	105	·	95	114	115

Screening results: PubChem BioAssay, NCI
